Bioassay records (PubChem BioAssay)
AGP1-GFP MLPCN = alters AGP1-GFP fluorescence in TOR pathway yeast screen; 320,000 tested, 0.02% active; S. cerevisiae AGP1-GFP multiplex flow cytometry, 3 h; GFP as percent of DMSO wells; GFP response vs DMSO, % at 10 µM; AID 2066;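 active = GFP response relative to DMSO above a set limit, near screen average plus 3 SD, cut at about 150% in these data; inconclusive = fewer than 70 cells counted for the yeast strain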;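 also: median GFP channel fluorescence of the gated AGP1 strain per well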
AHR activator = human AHR activation. 320,000 tested, 2.5% active. activation, % at 5 µM. P35869. AHR-responsive luciferase reporter cells, luminescence; in the data active = activation above about 47%;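 also: 0% = vehicle wells and 100% = reference agonist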
Target sequence (P35869 whole entry, looked up): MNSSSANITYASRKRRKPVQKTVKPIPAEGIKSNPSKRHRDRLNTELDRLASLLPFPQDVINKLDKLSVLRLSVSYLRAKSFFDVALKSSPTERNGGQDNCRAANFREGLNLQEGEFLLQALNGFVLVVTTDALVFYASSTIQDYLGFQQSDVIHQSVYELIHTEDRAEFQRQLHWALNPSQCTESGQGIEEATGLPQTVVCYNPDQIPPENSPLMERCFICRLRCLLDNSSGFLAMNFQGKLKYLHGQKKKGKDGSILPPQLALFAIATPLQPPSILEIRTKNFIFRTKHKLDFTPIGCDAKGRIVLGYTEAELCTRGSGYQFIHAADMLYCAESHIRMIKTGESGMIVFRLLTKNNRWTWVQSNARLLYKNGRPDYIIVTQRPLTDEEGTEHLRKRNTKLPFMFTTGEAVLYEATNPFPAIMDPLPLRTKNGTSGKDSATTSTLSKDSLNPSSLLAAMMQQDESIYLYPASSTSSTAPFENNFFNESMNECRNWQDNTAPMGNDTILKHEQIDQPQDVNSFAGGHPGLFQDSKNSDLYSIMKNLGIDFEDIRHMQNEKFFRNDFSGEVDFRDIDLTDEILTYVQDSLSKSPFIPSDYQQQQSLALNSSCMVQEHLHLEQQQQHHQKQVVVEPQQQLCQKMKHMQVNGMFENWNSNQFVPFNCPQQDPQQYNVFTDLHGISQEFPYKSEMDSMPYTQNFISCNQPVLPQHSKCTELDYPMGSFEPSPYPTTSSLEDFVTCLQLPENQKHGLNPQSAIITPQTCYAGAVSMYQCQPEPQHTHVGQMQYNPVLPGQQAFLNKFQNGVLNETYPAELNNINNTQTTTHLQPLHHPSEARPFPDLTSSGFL
RPL19A TOR yeast = yeast TOR pathway RPL19A-GFP modulation | 330,000 tested, 0.3% active | percent response vs DMSO, % at 10 µM | S. cerevisiae RPL19A-GFP strain, flow cytometry, 3 h; hits give low values;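 active = percent response vs DMSO below 50%; inconclusive = fewer than 70 events counted for the yeast strain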;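 also: median channel GFP fluorescence of the barcoded RPL19A-GFP strain; ratio of sample median GFP to plate DMSO average so 100% = DMSO; lower means less RPL19A-GFP as with rapamycin TOR inhibition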
Efflux pump inh = antifungal efflux pump inhibition, Nile Red retention; 330,000 tested, 0.44% active; inhibition, % at 10 µM; AID 485275; S. cerevisiae Candida pump triplex;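 active = plate passing quality check with inhibition over a set limit, or well fluorescence over plate mean plus 4 SD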;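 also: Nile Red retained in pooled yeast measured as flow cytometry median fluorescence; 0% = buffer negative control and 100% = Enniatin B positive control; higher means more Nile Red kept so more efflux inhibition; some compounds called inactive have numbers as strong as hits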
CIT2 TOR yeast = yeast TOR pathway CIT2-GFP modulation; AID 2029; S. cerevisiae CIT2-GFP strain, flow cytometry, 3 h; 100 means same as DMSO wells; 320,000 tested, 0.065% active; GFP response vs DMSO, % at 10 µM;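 active = GFP response relative to DMSO above a set limit, near the screen mean plus 3 SD, cut at about 150% in these data; inconclusive = Fewer than 70 cells measured for a yeast strain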;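 also: ratio of well median GFP fluorescence to mean of DMSO wells on the plate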
LAP4-GFP MLPCN = modulators of TOR pathway LAP4-GFP in S. cerevisiae | S. cerevisiae LAP4-GFP multiplex, flow cytometry GFP, 3 h; median GFP as percent of DMSO wells | 320,000 tested, 0.34% active | GFP response vs DMSO, % at 10 µM;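 active = GFP response vs DMSO above a set limit, about the screen mean plus 3 SD, cut at about 150% in these data; inconclusive = under 70 cell events counted for the yeast strain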
MEP2 TOR yeast = modulators of TOR pathway MEP2-GFP in S. cerevisiae | AID 2016 | GFP response vs DMSO, % at 10 µM | S. cerevisiae MEP2-GFP strain, flow cytometry GFP, 3 h; 100% = DMSO control level | 330,000 tested, 0.51% active;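 active = GFP response versus DMSO above a set limit, roughly screen mean plus 3 SD, cut at about 180% in these data; inconclusive = fewer than 70 cells counted for a yeast strain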;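 also: median GFP fluorescence of the barcode-gated MEP2-GFP cells per well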
CR mimetic SO = caloric restriction mimetics inhibiting age-related superoxide in yeast; S. cerevisiae aged cells, superoxide DHE fluorescence; hits give low values; superoxide response (% of plate mean), % at 10 µM; 330,000 tested, 0.18% active; AID 2690;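 active = superoxide response under a set limit, about three screen SD below normal, cut at about 65% in these data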;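 also: yeast aged for seven days with compound at 30 °C before DHE staining; 100% = average MFI of all compound-treated wells on the plate with controls excluded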
* = called active by the depositor; ? = inconclusive; · = no result given.

SMILES	AGP1-GFP MLPCN	AHR activator	RPL19A TOR yeast	Efflux pump inh	CIT2 TOR yeast	LAP4-GFP MLPCN	MEP2 TOR yeast	CR mimetic SO
COc1ccc(N2CS(=O)CC2=O)cc1 (stereo not drawn)	91	1	98	0.1	91	99	102	86
Cc1ccn2c(NCc3ccccc3)c(-c3cccs3)nc2c1	90	14	96	0.2	91	98	104	94
CCC(C)NC(=O)Cn1cc(S(=O)(=O)N2CCCC2)c(S(=O)(=O)N2CCCC2)c1 (stereo not drawn)	108	0	104	1.4	103	94	89	99
COc1ccc(C(=O)N(C)CC2CCN(CCc3cccc(C(F)(F)F)c3)CC2)cc1C	103	-2	102	0.0	102	92	107	98
CCN(Cc1ccncc1)C(=O)c1cc(COc2c(F)cccc2F)on1	102	8	102	0.1	102	94	103	89
Cc1ccc(S(=O)(=O)CCC(=O)OCC(=O)N(C)C2CCS(=O)(=O)C2)cc1 (stereo not drawn)	103	3	101	-0.1	100	96	101	99
c1cc2nnnn2nc1N1CCCCC1	93	0	96	-0.1	95	99	99	85
COC(=O)c1[nH]c2cccc(OC)c2c1NC(=O)CCN1CCC(C)CC1	95	-4	93	-0.3	97	93	101	93
COc1ccc(-n2nnnc2SCC(=O)c2cccc(OC)c2)cc1	102	0	98	0.0	101	107	100	90
Cc1nc(SCC(=O)NC(=O)NCc2ccco2)nc(C)c1C	113	1	106	0.1	103	120	115	99
CCOC(=O)C1=CSC2=NS(=O)(=O)CCN12	95	-4	94	0.0	97	100	98	107
CCC1CCC2(CC1)NC(=O)N(CC(=O)Nc1cc(C)on1)C2=O (stereo not drawn)	113	-1	109	0.3	118	115	125	116
CCCCCn1c(CN2CCCCC2CC)nc2c1c(=O)n(C)c(=O)n2C (stereo not drawn)	101	3	98	-0.1	104	104	109	93
Cc1ccc(NC(=O)CSc2nc(=O)n(CCCN3CCOCC3)c3c2CCCC3)c(C)c1	102	5	94	-0.1	92	108	95	113
CCOC(=O)CCc1c(C)c(C#N)c2nc3ccccc3n2c1-n1cnc2ccccc21	91	1	93	0.3	91	93	102	99
CCOC(=O)Cc1nnc(NC(=O)C(CC)Sc2nc(C)cc(=O)[nH]2)s1 (stereo not drawn)	107	-2	102	0.2	108	105	106	92
O=C(O/N=C1\C(=O)N(c2ccccc2)c2ccccc21)C1CC1	92	2	93	0.0	82	118	89	97
CN(C)c1nc(=Nc2cccc(Cl)c2)ss1	80	25	85	-1.1	97	191*	83	113
CCn1nc([N+](=O)[O-])c(C(C#N)c2nc3cc(C(F)(F)F)ccc3s2)c(Cl)c1=O (stereo not drawn)	104	11	105	-0.3	97	105	110	119
CN(C)c1ccc(NC(=O)c2ccc(Cn3cc([N+](=O)[O-])cn3)cc2)cc1	104	71*	95	0.0	86	99	102	126
CC(=O)c1cccc(NC(=O)c2cccc(N3C(=O)c4ccccc4C3=O)c2)c1	91	8	114	-0.1	91	67	95	111
CN(C(=O)C1CCC(=O)N(CCc2ccc(Cl)cc2)C1)C1CCOCC1 (stereo not drawn)	101	-1	102	0.0	99	101	106	99
COc1ccc2c(c1)CC/C2=N\OC(=O)c1ccccc1OC	77	5	99	0.2	126	99	99	166
CCCCC(OC(=O)c1cc2occc2n1C)C(=O)NCC1CCCO1 (stereo not drawn)	110	-1	102	0.0	107	98	106	98
O=C(CNC(=O)c1ccc2c(c1)OCO2)N/N=C(Br)/C=C/c1ccccc1	99	2	100	-0.1	101	103	104	96
Cc1c(C(=O)N2CCCCCC2)c(S(=O)(=O)Nc2cccc(F)c2)c(C)n1C	107	-1	101	-0.1	106	111	108	109
CCCCN(CC)C(=O)c1cc2cc3ccc(Cl)cc3nc2o1	92	5	101	0.2	94	90	96	97
N#Cc1c(-c2cccc(F)c2)cc(-c2ccccc2)nc1Br	106	1	101	-0.1	107	105	101	110
O=C(Cc1ccc(S(=O)(=O)N2CCCC2)s1)N1CCOCC1	98	2	101	-0.1	94	105	101	101
COc1ccc(N(C(=O)CCl)C(C)(C(=O)Nc2c(C)cccc2C)c2ccccn2)cc1 (stereo not drawn)	104	11	108	0.1	102	91	101	101

Exported with bars between the fields: part of the list above.
compound | AGP1-GFP MLPCN | AHR activator | RPL19A TOR yeast | Efflux pump inh | CIT2 TOR yeast | LAP4-GFP MLPCN | MEP2 TOR yeast | CR mimetic SO
CCn1nc([N+](=O)[O-])c(C(C#N)c2nc3cc(C(F)(F)F)ccc3s2)c(Cl)c1=O (stereo not drawn) | 104 | 11 | 105 | -0.3 | 97 | 105 | 110 | 119
CN(C)c1ccc(NC(=O)c2ccc(Cn3cc([N+](=O)[O-])cn3)cc2)cc1 | 104 | 71* | 95 | 0.0 | 86 | 99 | 102 | 126
CC(=O)c1cccc(NC(=O)c2cccc(N3C(=O)c4ccccc4C3=O)c2)c1 | 91 | 8 | 114 | -0.1 | 91 | 67 | 95 | 111
CN(C(=O)C1CCC(=O)N(CCc2ccc(Cl)cc2)C1)C1CCOCC1 (stereo not drawn) | 101 | -1 | 102 | 0.0 | 99 | 101 | 106 | 99
COc1ccc2c(c1)CC/C2=N\OC(=O)c1ccccc1OC | 77 | 5 | 99 | 0.2 | 126 | 99 | 99 | 166
CCCCC(OC(=O)c1cc2occc2n1C)C(=O)NCC1CCCO1 (stereo not drawn) | 110 | -1 | 102 | 0.0 | 107 | 98 | 106 | 98
O=C(CNC(=O)c1ccc2c(c1)OCO2)N/N=C(Br)/C=C/c1ccccc1 | 99 | 2 | 100 | -0.1 | 101 | 103 | 104 | 96
Cc1c(C(=O)N2CCCCCC2)c(S(=O)(=O)Nc2cccc(F)c2)c(C)n1C | 107 | -1 | 101 | -0.1 | 106 | 111 | 108 | 109
CCCCN(CC)C(=O)c1cc2cc3ccc(Cl)cc3nc2o1 | 92 | 5 | 101 | 0.2 | 94 | 90 | 96 | 97
N#Cc1c(-c2cccc(F)c2)cc(-c2ccccc2)nc1Br | 106 | 1 | 101 | -0.1 | 107 | 105 | 101 | 110
O=C(Cc1ccc(S(=O)(=O)N2CCCC2)s1)N1CCOCC1 | 98 | 2 | 101 | -0.1 | 94 | 105 | 101 | 101
COc1ccc(N(C(=O)CCl)C(C)(C(=O)Nc2c(C)cccc2C)c2ccccn2)cc1 (stereo not drawn) | 104 | 11 | 108 | 0.1 | 102 | 91 | 101 | 101

Other compounds follow:
SMILES	AGP1-GFP MLPCN	AHR activator	RPL19A TOR yeast	Efflux pump inh	CIT2 TOR yeast	LAP4-GFP MLPCN	MEP2 TOR yeast	CR mimetic SO
O=C(COC(=O)c1ccc(S(=O)(=O)N2CCCC2)cc1)NCc1ccco1	101	-1	96	0.0	108	104	99	113
CC1Cn2c(nnc2-c2ccccc2O)S1 (stereo not drawn)	102	-1	101	-0.1	98	98	92	95
Cc1cc2oc(=O)cc(CN(C)Cc3ccccc3F)c2cc1Cl	86	11	96	0.7	82	73	93	99
CCCOc1ccc(-c2cnc(SCC(N)=O)nc2N)cc1	103	6	102	-0.1	102	87	102	110
CC1Cc2cc(S(=O)(=O)N3CCN(C)CC3)ccc2N1C(=O)C1CC1 (stereo not drawn)	96	2	100	0.2	97	95	99	119
Cc1ccc(-c2cnn(-c3ccccc3)c2N)cc1	95	3	103	0.0	102	104	108	84
Cc1cccc(C)c1NC(=O)[C@@]1(CC(=O)O)CC(/C=C/c2ccccc2)=NO1	101	·	105	-0.1	104	94	102	108
O=C(CCN1CCN(c2ccccc2)CC1)N/N=C/c1ccccc1O	102	0	96	0.1	101	114	106	98
CC(=O)c1cc(C(=O)NC2CCCc3c2cnn3-c2cc(C)cc(C)c2)[nH]n1 (stereo not drawn)	96	3	107	-0.1	100	79	98	96
Cc1ccn2c(NC3CCCC3)c(-c3ccncc3)nc2c1	99	11	92	0.0	102	97	96	105
CCOc1ccc(NC(=O)CN(C)C(=O)c2ccc(NC3CC3)c([N+](=O)[O-])c2)cc1OCC	105	8	100	-0.2	95	102	105	99
CC(=O)Nc1ccc(NC(=O)Nc2cccc(C)c2C)cc1	97	-1	103	0.2	96	90	96	91
O=C(OCN1C(=O)c2ccccc2C1=O)c1cccs1	·	-1	?	0.0	?	?	?	88
CCCCCC(=O)N1CC2(CC(c3cccc(NC(=O)COc4ccc(Cl)cc4)c3)=NO2)C[C@@H]1C(N)=O (stereo partly drawn)	88	1	99	0.1	99	134	92	103
Cc1nnc(NC(=O)Cn2c(=O)sc3ccccc32)s1	100	4	101	-0.2	94	97	99	96
COCCNc1nc2c(c(=O)n(Cc3cccc(Br)c3)c(=O)n2C)n1C	112	5	93	-0.2	90	108	99	108
CC(C)OC(=O)CSc1nnc(-c2cnccn2)n1C	110	-1	108	-0.2	108	106	103	97
CCC(=O)Nc1cc2c(cc1C(=O)c1ccccc1)OCCO2	95	12	·	-0.1	95	90	100	95
O=C(NCC12CC3CC(CC(C3)C1)C2)c1nn2c(c1Cl)NC(c1ccco1)CC2C(F)(F)F (stereo not drawn)	103	-1	101	-0.1	109	103	107	149
O=C(N/N=C/c1ccncc1)C1CC1(c1ccccc1)c1ccccc1 (stereo not drawn)	123	21	97	0.0	108	125	103	90
COc1ccc(NC2=NCCC(=O)N2Cc2cccs2)cc1	103	5	102	0.0	97	94	105	134
CCOC(=O)N1CCN(c2nc(-c3ccc(F)cc3)cs2)CC1	97	0	103	0.0	104	111	99	107
Cc1cc(N2CCN(C)CC2)nc2ccc(NC(=S)N3CCN(c4ccccn4)CC3)cc12	101	5	104	0.1	104	109	108	108
CCOC(=O)c1nsnc1NCCSC(=N)N	100	0	99	-0.2	95	109	111	77
Cc1ccc2nc3c(c(N)c2c1)CCN3c1ccccc1	105	4	101	0.0	99	101	106	109
O=C(Nc1ccc2oc(=O)ccc2c1)c1cc2ccccc2o1	92	-5	98	-0.1	106	119	98	93
Cc1cc(NS(=O)(=O)c2ccc(NC(=O)COc3ccc(Cl)cc3)cc2)no1	110	-3	106	-0.1	107	112	106	112
CN(Cc1ccccc1)C(=O)C(C(=O)c1ccc(F)cc1)n1cc(Cl)ccc1=O (stereo not drawn)	98	9	97	0.0	98	92	92	92
Cc1cc(C)c(C)c(S(=O)(=O)Nc2ccc(O)cc2)c1C	105	8	102	0.0	102	108	102	97
CCc1nnc(NC(=O)C2CC(=O)N(C3CCCC3)C2)s1 (stereo not drawn)	95	4	103	0.0	108	98	96	88
Fc1ccccc1CSc1nnc(-c2cnccn2)n1Cc1ccco1	104	6	107	0.2	122	79	112	125
COc1ccc(NC(=O)CCC(=O)Nc2nnc(CC(C)C)s2)cc1Cl	124	10	110	0.0	112	120	111	104
O=C(CN1CCN(C(=O)c2ccccc2)CC1)Nc1ncc(Br)cc1Br	105	7	97	-0.1	99	107	99	87
O=C(Cn1cc2c(n1)CCCCC2)N1CCc2ccccc2C1	103	0	100	0.2	101	98	99	105
CC(C)C(=O)Nc1cc(=O)[nH]c2ncnn12	102	2	98	-0.1	·	89	96	108
CN(C(=S)NC(=O)c1ccccc1Br)C1CCCCC1	101	3	104	-0.1	104	97	106	72
O=C(COC(=O)c1ccc(CO)cc1)Nc1ccc(OC(F)F)cc1	98	5	98	0.2	89	102	98	107
Cc1cc(NC(=O)c2ccco2)c(=O)n(Cc2c(F)cccc2Cl)c1	103	2	102	0.2	96	101	99	104
CCCn1c(=O)c2ccccc2n2c(SCCNCCO)nnc12	99	30	102	1.1	97	98	95	110

This is a random part of the collection (roughly 3.9% active in at least one column).
